WT yeast gro inh – growth inhibition of WT strain, primary screen, mitochondrial fusion inhibitor project, WT and mutant strains, chemical genetic | mitochondrial fusion phenotypic screen | inhibition, % at 10 µM | 190,000 compounds, 2.1% hits | AID 1362, 2008; in the data active = inhibition above about 58%; tested in S. cerevisiae
Ins promoter up – insulin promoter activators in MIN6 cells, imaging, high-content screening, mouse beta cells. MIN6 insulin promoter-GFP reporter; stronger effect = higher value. z-score at 5 µM. 190,000 compounds, 0.3% hits;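 active = z-score above 3 at 5 µM with at least 500 cells counted in the well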
Autophagy HCS – autophagy modulators in MEF cells, primary screen, imaging, high-content, MEF GFP-LC3; calls only at 10 µM (by protocol); MEF GFP-LC3 puncta imaging; test concentration mostly 10 µM; 190,000 compounds, 0.98% hits;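 active = percentage of spot-positive cells more than 3 SD above its plate mean, without a fluorescence outlier flag or 80% toxicity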;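 note: spot-positive cell cutoff set from DMSO-treated cells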
human PMI inhibition – inhibitors of human PMI, primary screen, biochemical, fluorescence intensity, coupled assay (AID 1209). purified PMI enzyme, coupled fluorescence intensity; higher % means a stronger effect. 190,000 compounds, 0.42% hits. one-dose inhibition, % at 20 µM; IC50 in µM for titrated hits. Mannose-6-phosphate isomerase (Homo sapiens);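 note: plate controls were DMSO vehicle for no effect and wells lacking substrate for full effect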
human PMI inhibitors – human PMI inhibitors, high substrate, primary screen, biochemical, fluorescence intensity, high mannose 6-phosphate (AID 1220) | recombinant PMI enzyme, coupled fluorescence intensity; higher % means a stronger effect | inhibition, % at 20 µM, or IC50 in µM where a hit was titrated | 190,000 compounds, 0.66% hits | Mannose-6-phosphate isomerase (Homo sapiens)
Dynein transport – inhibitors of GR-EGFP nuclear translocation, primary screen, dynein cargo transport inhibitor project, imaging, high-content, 3617.4 mouse cells; test concentration mostly 20 µM; stimulated with dexamethasone, 1 µM; stronger effect = lower value; z-score, hits read low; 220,000 compounds, 0.47% hits; AID 1381, 2008;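 active = plate z-score of nuclear minus cytoplasmic receptor signal below a set negative limit, without overly bright fluorescence or cell loss, cut at about -3.5 in these data, passing the limit was not always enough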;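 note: z-score of nuclear minus cytoplasmic ring GR-EGFP intensity difference per well; some compounds called inactive have numbers as strong as hits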
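medium = tetracycline-free induction medium containing charcoal-stripped FBS | probe or stimulus = dexamethasone, 1.0 µM final | timing = 48 h induction, then 1 h compound, then 30 min agonist, 37 °C | detection = automated 10x imaging of fixed Hoechst-stained cells | read-out basis = nuclear versus cytoplasmic GR-EGFP signal, averaged per well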
bCat nuc transl – modulators of beta-catenin nuclear translocation, primary screen, imaging, HeLa cells, immunofluorescence, high-content. nuclear translocation activity, % at 5 µM. 190,000 compounds, 0.3% hits. AID 1665, 2009;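 active = nuclear translocation activity above 50% at 5 µM, with a well cell count of 50 or more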;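 note: per-cell ratio of nuclear to cytoplasmic median beta-catenin stain intensity; plate controls were DMSO negative control for no effect and GSK-3 inhibitor IX positive control for full effect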
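Test system: human HeLa cells, endogenous beta-catenin. Times: 24 h compound exposure, 37°C. Measured by: beta-catenin immunofluorescence imaging with DAPI.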
Yfh1-depleted yeast – enhancers of respiration in Yfh1-depleted yeast, dose response, Friedreich's ataxia, plus single-dose screen (AID 1465); 220,000 compounds, 0.074% hits; S. cerevisiae Yfh1-off respiration, WST-1 reduction, 72 h; higher fold induction means a stronger effect; fold induction at 50 µM; hits with a dose series show EC50 in µM;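 active = fold induction of absorbance versus untreated yeast above a set limit, then at least 30% activation at any dose in follow-up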;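 note: activators that raise dye reduction in frataxin-depleted yeast; strong numbers were not always called active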
MT stabilize HCS – microtubule stabilizers in HeLa cells, primary screen, imaging, high-content imaging | 200,000 compounds, 0.83% hits | HeLa tubulin immunostaining HCS, 24 h; share of cells brighter than vehicle mean+2SD | % tubulin-high responders, % at 10 µM;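 active = plate Z-score above 3 for both tubulin-high and condensed-nucleus cell shares, with cell loss under 80%, at 10 µM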;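 note: anti alpha tubulin signal scored within the nucleus-defined area of each cell; some results filed as inactive read as strong as hits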
WT yeast gro inh mutant strain – further read-out of WT yeast gro inh, marked with its call; inhibition, %; mitochondrial fusion phenotypic screen, mutant strain inhibition
Dynein transport cytoplasmic EGFP – second read-out of Dynein transport, no call of its own (marks repeat the call); z-score; measured here: cytoplasmic GR-EGFP intensity; stronger effect = higher value
Dynein transport nuclear GR-EGFP – second read-out of Dynein transport, no call of its own (marks repeat the call); z-score; measured here: nuclear GR-EGFP intensity;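 lower value marks the stronger effect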
Dynein transport cell count – further read-out of Dynein transport, marked with its call; z-score; measured here: cell count per field
Ins promoter up cell count – further read-out of Ins promoter up, marked with its call; cell count; measured here: cytotoxicity, nuclei count;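 total cells summed across four imaged fields per well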
bCat nuc transl cell count 5 µM – also measured in bCat nuc transl; calls as there; cell count; measured here: cell count, cytotoxicity flag
MT stabilize HCS Hoechst-high % – also measured in MT stabilize HCS; calls as there; % Hoechst-high responders; measured here: nuclear condensation Hoechst responders;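 share of cells brighter than vehicle mean plus two SD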
MT stabilize HCS cytotoxicity % – second read-out of MT stabilize HCS, no call of its own (marks repeat the call); toxicity, %; measured here: cytotoxicity by cell density;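 0% = mean cell density of plate MIN control wells and 100% = no cells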
Autophagy HCS cell loss 18 h – recorded beside Autophagy HCS, whose call it bears; toxicity, %; measured here: cell loss, nuclei count;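 cell loss after 18 h compound exposure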
Numbers without * were called inactive; i = inactive; . = not tested or not shown. Cut-off read from the data, not from the text of the source, unless noted: active = inhibition above about 50%; inactive = the rest.

SMILES	WT yeast gro inh	WT yeast gro inh mutant strain	Ins promoter up	Ins promoter up cell count	Autophagy HCS	Autophagy HCS cell loss 18 h	human PMI inhibition	human PMI inhibitors	Dynein transport	Dynein transport cytoplasmic EGFP	Dynein transport nuclear GR-EGFP	Dynein transport cell count	bCat nuc transl	bCat nuc transl cell count 5 µM	Yfh1-depleted yeast	MT stabilize HCS	MT stabilize HCS Hoechst-high %	MT stabilize HCS cytotoxicity %
O=C(NS(=O)(=O)Oc1cccc(Cl)c1Cl)OC[C@@H]1CCCN2CCCCC12 (stereo partly specified)	1	-14	0.62	1075	i	-9	3%	2%	0.66	-0.033	0.9	-0.46	-4.5	554	i	3.9	2.9	12
Fc1ccc(N2CCN(Cc3cnc(Cl)s3)CC2)cc1	3	26	-0.29	1468	i	-38	1%	2%	-1	0.12	-0.36	0.64	0.0	1532	i	4.8	1.2	5.0
N#CCCn1cc(C(=O)N2CCCCC2)c(-c2cccc([N+](=O)[O-])c2)n1	0	10	0.7	1423	i	-21	-5%	3%	0.84	0.063	0.78	-1.8	-0.7	1547	i	3.5	3.5	4.3
CC(C)OC(=O)c1ccccc1C(=O)c1ccc(N)c([N+](=O)[O-])c1	4	-21	0.05	1338	i	-8	1%	-3%	-0.66	-0.35	-0.81	1.3	0.3	1444	i	3.1	0.9	12
Cc1ccc(C2(c3ccc(C)cc3)CC2C(=O)NCc2cccnc2)cc1 (stereo unspecified)	-4	6	-0.29	1506	i	-3	2%	2%	0.99	-0.34	0.12	-0.66	1.3	1542	i	5.3	1.2	10
COc1ccc(/C=C2/SC(=O)N(CCC(=O)Nc3ccccc3)C2=O)cc1OC	2	-7	0.36	1556	i	-4	17%	14%	0.62	-0.22	0.91	-0.53	0.5	1064	i	2.6	3.4	5.5
O=C1OCC/C1=C\c1ccccc1	-7	-16	0.05	1279	i	3	-9%	-7%	0.089	0.41	0.65	0.4	-4.1	565	i	4.8	1.4	5.8
Cc1cc(C)cc(N=C(NO)c2cccc([N+](=O)[O-])c2)c1	3	13	-0.9	1475	i	5	1%	6%	-0.17	-0.15	0.47	0.98	-2.3	1448	i	2.6	1.7	6.2
COc1cc(COCC(O)CN2CCOCC2)cc(OC)c1OC (stereo unspecified)	-4	-1	1	1294	i	12	-12%	-4%	-0.00019	-0.46	-0.15	0.17	-0.4	759	i	2.2	1.8	13
CC(C)N1CC(O)=C(c2nc3ccccc3c(=O)[nH]2)C1=N	-18	-26	-0.44	914	i	-2	8%	8%	-0.44	-0.34	-0.24	0.1	-3.8	1265	i	1.7	2.1	7.0
N#CC1(C#N)C(C(=O)C23CC4CC(CC(C4)C2)C3)C12CCOCC2 (stereo unspecified)	21	12	-1.7	1316	i	16	-6%	-10%	1.6	-0.19	0.69	-0.72	-0.8	1083	i	3.7	2.4	3.9
CC1(OC(=O)C2CCCC2)C(=O)C=C2C=C(c3ccsc3)N(C3CC3)C=C2C1=O (stereo unspecified)	.	.	-0.39	1155	.	.	.	.	0.5	-0.81	0.43	-0.23	0.2	1241	i	.	.	.
COc1ccc(Nc2cc(C(=O)NCCCN3CCN(C)CC3)c3ccccc3n2)cc1OC	-10	-8	.	.	i	20	3%	15%	-0.54	-0.29	-0.14	-0.26	0.6	1074	i	2.4	2.5	7.0
S=C(NCc1ccco1)N1CCN(C(c2ccccc2)c2ccccc2)CC1	64*	15*	.	.	i	-6	37%	21%	-0.48	0.42	-0.46	0.17	.	.	i	0.5	1.7	9.7
CCC1CCCCN1CCNS(=O)(=O)c1ccc2c(c1)CCN2C(C)=O (stereo unspecified)	-6	-5	-0.33	1219	i	2	1%	-6%	-0.65	-0.041	-0.35	0.54	1.9	1466	i	3.5	2.4	8.1
O=C(COC(=O)/C=C/c1ccc(S(=O)(=O)N2CCOCC2)cc1)NCc1ccccc1	-20	11	0.3	1272	i	9	-10%	6%	-0.74	-0.33	-0.03	1.3	-3.5	1070	i	5.6	2.4	7.9
CCCc1cc(C(=O)Nc2ccc(C)cc2)no1	-8	3	-0.47	917	.	.	0%	-4%	-0.88	-0.28	-0.45	0.64	-2.2	1189	i	2.0	2.7	5.8
CC(=O)C1=C(C)OC(N)=C(C#N)C1c1cccc2ccccc12 (stereo unspecified)	.	.	0.25	1066	.	.	.	.	-2.1	0.079	-1.3	0.23	0.7	1283	i	.	.	.
O=C(CC(=O)Nc1cccc(Cl)c1)N/N=C\c1ccccc1	7	11	-0.14	1368	i	-3	1%	-2%	-0.08	0.075	0.082	0.017	2.1	1008	i	2.2	1.5	6.0
CC(=O)NC1CC2CCCC(C1)N2CC(=O)Nc1ccccc1 (stereo unspecified)	-3	-3	-0.18	1591	i	-60	4%	-4%	-0.19	-0.32	-0.044	-0.0023	-2.0	1282	i	3.3	1.9	11
Cc1ccc(NC(=O)CN(C)CC(=O)NC2CCCc3ccccc32)cc1 (stereo unspecified)	.	.	-0.18	1035	.	.	.	.	-0.72	-0.74	-0.6	0.059	-0.4	1320	i	.	.	.
CCn1cc(Br)c(C(=O)Nc2cccc(SC)c2)n1	0	-63	-0.19	1245	i	-2	8%	4%	2.1	0.023	1.4	-1.5	.	.	i	1.6	0.4	17
CCN(CC)c1ccc(C=O)c(OC)c1	1	-14	1.2	1471	i	-14	4%	12%	-0.5	-0.28	0.12	0.68	-2.8	926	i	2.6	1.9	9.5
CCCCn1c(/C=N/Nc2nc3ccccc3[nH]2)nc2ccccc21	28	-4	-1.4	964	i	18	12%	0%	0.71	0.44	0.3	0.32	-0.7	1068	i	2.7	0.6	26
O=C(c1ccc(Cl)nc1)c1cccs1	.	.	0.08	987	.	.	.	.	-0.74	-0.29	0.062	0.32	-0.6	1235	i	.	.	.
Cc1ccc(N(C)C(=O)C2CCCN2S(=O)(=O)c2ccc3c(c2)n(C)c(=O)c(=O)n3C)cc1 (stereo unspecified)	.	.	-0.18	1079	.	.	.	.	-0.39	-0.22	-0.068	0.52	-0.1	1394	i	.	.	.
COc1ccccc1CNC(=O)CCCc1ccccc1	9	-4	-0.07	1417	i	4	-1%	8%	3.2	-0.33	0.95	-0.93	-1.1	980	i	2.5	1.5	4.4
COc1ccc(-c2cn3ccsc3n2)cc1	11	5	-0.53	1645	i	9	-6%	4%	-1.2	-0.31	-0.22	2.8	-1.9	1326	i	9.7	2.2	7.7
CCOC(=O)N1CCC(NCCNC(=O)c2ccccc2)CC1	-7	-7	0.49	1181	i	9	4%	-2%	0.11	-0.22	0.23	0.93	.	.	i	1.1	2.1	3.4
O=C(O)C1C2CCC(C2)C1C(=O)Nc1nc2ccccc2s1 (stereo unspecified)	-1	-2	-0.4	1418	i	2	9%	8%	-0.45	-0.21	-0.25	0.13	0.7	1035	i	3.2	1.7	7.9
COc1ccc(/C=C2\SC(=NCc3ccccc3)N(Cc3ccccc3)C2=O)cc1OC	-6	-2	-0.2	1773	i	-31	19%	24%	0.48	-0.063	-0.072	-0.22	2.7	1097	i	1.1	1.1	5.8
O=C(NCC1CCCN(Cc2cccc(C(F)(F)F)c2)C1)c1ccc(F)cc1 (stereo unspecified)	9	-5	.	.	i	5	.	.	-0.41	-0.11	0.092	0.37	-0.9	1473	i	1.3	2.6	8.7
Cc1ccc(OCCCC(=O)Nc2ccc(S(=O)(=O)Nc3cc(C)on3)cc2)cc1	-19	-92	-0.73	1231	i	-47	-7%	1%	-1.2	0.084	0.13	0.38	-1.3	1176	i	2.6	1.8	3.0
CCOc1cc2[nH]c(=S)n(C(C)C)c(=O)c2cc1OCC	10	20	0.32	896	i	-1	6%	4%	-0.04	-0.24	0.099	1.3	.	.	i	1.9	1.4	6.7
CCC1=NC(c2ccc(OC)cc2)N(O)C1(C)C (stereo unspecified)	2	-1	-0.95	1055	i	0	-11%	-16%	-0.35	-0.18	-0.34	0.68	.	.	i	1.2	1.3	13
CCOc1ccccc1/C=C/c1cc(C(=O)O)c2ccccc2n1	.	.	1.2	1014	.	.	.	.	-0.48	-0.23	-0.33	0.56	-0.6	1372	i	.	.	.
CCCCCCCC(=O)N/N=C(\C)c1ccc(O)cc1O	4	-6	-0.15	1234	i	3	-3%	-11%	1	-0.22	0.64	-1.2	.	.	i	1.7	2.9	8.8
CN(Cc1cnn(C)c1)Cc1nc(COc2ccccc2)no1	9	6	-0.12	1491	i	-17	10%	1%	-0.59	-0.22	-0.46	0.9	0.0	995	i	1.9	1.0	5.6
O=C(Oc1ccc(NC2=C(Cl)C(=O)c3ccccc3C2=O)cc1)c1ccc([N+](=O)[O-])cc1	13	3	-0.06	1529	i	3	2%	33%	-0.53	-0.33	-0.52	0.69	0.9	1073	i	1.4	2.3	9.9

From PubChem BioAssay
